Source: PubChem BioAssay
4MU fluor: compounds fluorescent in 4-MU spectral region; compound autofluorescence, 340/450 nm, 4-MU equivalents; hits give high values; max dye-equivalent concentration, M; actives 11% (n = 59,000); AID 589; in the data active = max dye-equivalent concentration above about 10 nM; inconclusive = mostly about 1.1 nM to 9.6 nM
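Intrinsic fluorescence at 340/450 nm (ex/em) was read after 15 min at room temperature in pH 8.0, 100 mM Tris. Each compound concentration expressed as 4-MU-equivalent concentration from a six-point 4-MU standard series on each plate.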
BRCT PPI red: inhibitors of human BRCA1 BRCT-phosphoprotein interaction (red fluorophore); BRCT-phosphopeptide binding, red fluorescence polarization; actives 0.03% (n = 75,000); Potency, µM (doses to about 76.9 µM), for inactives: at the top dose activity change, negative = inhibition, hits mostly inhibitors; P38398; AID 892; also: % is scaled to controls: 0 for no effect and ±100 for the full control effect
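Rhodamine-labelled pBACH1 10-mer (100 nM) bound to BRCT domain (100 nM) at pH 7.3; compounds incubated 12 min room temperature, polarization read. Free peptide defines full inhibition; unlabelled decapeptide titrated as control.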
Caspase-7 inhib: blocks human caspase-7 allosterically or competitively; recombinant caspase-7, Ac-DEVD-AFC fluorescence rate; actives 0.02% (n = 75,000); Potency, µM (top dose mostly 57.5 µM), for inactives: at the highest dose activity change, negative = inhibition, usual class: inhibitors; P55210; active = well fitted inhibition curve with a large enough effect in the main read-out, with a control signal flat, not every such curve was filed as active; inconclusive = small, poorly fitted or top-dose-only effect, or a change in a side signal; also: potency is read from the fitted curve at half-maximal effect; % of control where 0% means no effect
GFP derepression: epigenetic modulators derepressing GFP locus in mouse cells; mouse C127i GFP locus derepression, cytometry, 30 h; Potency, µM (titrated, usually from 46.1 µM), for the others: top-dose GFP derepression (activation); actives 0.09% (n = 68,000); also: % of control where 0% means no effect
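Derepression screen: silenced CMV-GFP reporter in murine C127i cells, 30 h compound incubation at 37 C, washed cells imaged by laser-scanning cytometer to enumerate GFP-expressing objects of 20 to 120 um.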
A350 fluor: compounds fluorescent in Alexa 350 spectral region; max dye-equivalent concentration, M; actives 11% (n = 59,000); Compound autofluorescence, 340/450 nm, Alexa 350 dye-equivalents; hits give high values; in the data active = max dye-equivalent concentration above about 10 nM; inconclusive = mostly about 1.1 nM to 9.6 nM
HEK293 cAMP ctrl: counter-screen for TSHR agonists: cAMP increase in parental HEK293 | parental HEK293 CNG cAMP sensor, membrane potential fluorescence | Potency, µM (top dose mostly 57.1 µM), for the others: at the highest dose activation, usual class: activators | actives 2.5% (n = 73,000) | AID 938; also: potency is read from the fitted curve at half-maximal effect; % of control where 0% means no effect; nearly all actives have a fitted effect of over 55% in size
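Counterscreen for endogenous-receptor signalling: CNG-channel HEK 293 cells report cAMP rise by membrane depolarization. After 60 min dye equilibration with 100 uM RO 20-1724, compounds incubated 30 min before bottom-read fluorescence at 590 nm.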
Caspase-1 inhib: blocks human caspase-1 allosterically or competitively | P29466 | Caspase-1 enzyme, Ac-WEHD-AFC fluorogenic rate | Potency, µM (highest dose often 57.5 µM), inactives show at the top dose activity change, negative = inhibition, usual class: inhibitors | actives 0.03% (n = 75,000);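 also: potency is read from the fitted curve at half-maximal effect; plate controls were vehicle for no effect and no substrate for full effect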
Target sequence (P29466 120-297 limits assumed): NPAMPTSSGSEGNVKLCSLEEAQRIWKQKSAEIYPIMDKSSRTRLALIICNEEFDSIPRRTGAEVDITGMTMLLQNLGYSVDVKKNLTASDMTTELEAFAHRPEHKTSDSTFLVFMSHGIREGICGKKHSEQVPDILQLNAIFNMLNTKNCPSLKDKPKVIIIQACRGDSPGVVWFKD
Target sequence (P29466 317-404 limits assumed): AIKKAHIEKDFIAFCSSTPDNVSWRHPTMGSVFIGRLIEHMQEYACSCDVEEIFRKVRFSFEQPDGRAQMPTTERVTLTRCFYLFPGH
Fluorescein fluor: fluorescein region autofluorescence; Compound autofluorescence, 480/540 nm, fluorescein-equivalent; hits give high values; max fluorescein-equivalent concentration, M; actives 0.91% (n = 59,000); AID 593; in the data active = max fluorescein-equivalent concentration above about 10 nM; inconclusive = between about 1.1 nM and that limit
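Values reflect compound autofluorescence, normalized to fluorescein on the same plate and reported at each tested concentration. Conditions: 100 mM Tris pH 8.0, room temperature, 15 min, excitation 480 nm, emission 540 nm.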
USP2a inh: USP2a (human) protease inhibition; O75604; USP2a enzymatic assay, qHTS inhibition; Potency, µM (doses to about 38.3 µM), without a hit: at the highest dose activity change, negative = inhibition, actives largely listed as inhibitors; actives 0.1% (n = 60,000); AID 927;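 also: potency is read from the fitted curve at half-maximal effect; nearly all actives have a fitted effect of over 60% in size; plate controls were DMSO for no effect and NEM full inhibition control for full effect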
Target sequence (O75604 whole entry, looked up): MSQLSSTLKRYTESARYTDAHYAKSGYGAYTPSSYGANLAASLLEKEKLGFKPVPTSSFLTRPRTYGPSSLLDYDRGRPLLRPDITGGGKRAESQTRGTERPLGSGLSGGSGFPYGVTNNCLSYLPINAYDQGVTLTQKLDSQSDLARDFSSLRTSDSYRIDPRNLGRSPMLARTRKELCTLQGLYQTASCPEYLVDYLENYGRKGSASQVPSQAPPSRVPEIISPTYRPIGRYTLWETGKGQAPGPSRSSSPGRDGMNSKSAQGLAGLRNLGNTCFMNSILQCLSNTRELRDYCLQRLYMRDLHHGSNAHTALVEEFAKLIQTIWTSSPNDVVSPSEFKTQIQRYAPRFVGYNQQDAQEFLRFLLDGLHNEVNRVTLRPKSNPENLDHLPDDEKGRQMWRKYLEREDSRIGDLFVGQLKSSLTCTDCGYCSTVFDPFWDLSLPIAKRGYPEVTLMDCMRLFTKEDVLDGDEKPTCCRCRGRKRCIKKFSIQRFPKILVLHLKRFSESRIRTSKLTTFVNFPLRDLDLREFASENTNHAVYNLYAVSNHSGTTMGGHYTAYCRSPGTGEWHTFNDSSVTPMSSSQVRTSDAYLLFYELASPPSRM
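20 nM USP2 core + cpd, 30 min RT; add 20 nM Ub-PLA2/20 uM NBD C6-HPC; read Ex460/Em535 at 0 h and 2.5 h. Normalized to NEM; qHTS curve fit/classification.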
Ub-GFP proteasome: ubiquitin-GFP accumulation via proteasome inhibition. 67,000 tested, under 10 active. Ubiquitin-GFP reporter cells, proteasome inhibition, GFP fluorescence; response scale: untreated = 0%, 10 µM MG-132 = 100%. Potency, µM (series often up to 45.9 µM), for inactives: at the highest dose activation (GFP accumulation), usual class: activators; active = well fitted activation curve with a large enough effect, not every such curve was filed as active; inconclusive = small, poorly fitted or top-dose-only effect, or another doubt; inactive = no such curve, though single readings can be large or run the other way; also: potency is read from the fitted curve at half-maximal effect
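U2OS cells expressing ubiquitin(G76V)-GFP, seeded overnight in 0.5% FBS medium, then treated 4 hr at 37 C across 46 uM to 2.9 nM. GFP-positive cells counted by laser cytometry (488 ex/515 em); %activity scaled between basal and 10 uM MG-132.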
BRCT PPI green: blocks human BRCA1 BRCT binding to phosphopeptide, green readout. P38398. BRCA1 BRCT-phosphopeptide binding, green fluorescence polarization. Potency, µM (doses to about 76.9 µM), without a hit: at the highest dose activity change, negative = inhibition, usual class: inhibitors. actives 0.05% (n = 75,000);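 also: potency is read from the fitted curve at half-maximal effect; plate controls were peptide without protein for full effect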
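Compounds were incubated for 12 min at room temperature with a complex of 100 nM fluorescein-tagged pBACH1 decapeptide and 250 nM His-tagged BRCT protein. Buffer was phosphate pH 7.3 with EDTA, DTT and Tween 20. Disruption of binding lowers the polarization signal.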
* = called active by the depositor; i = inactive; u = inconclusive; x = no result given; [ ] = remark or other dose. Unless noted, calls follow the shape of the dose curve; as a rule, active = well fitted curve in the direction sought with a large enough effect; inconclusive = small, poorly fitted or top-dose-only effect, or another doubt; inactive = no such curve, though single readings can be large; an effect the other way counts as inactive or inconclusive. Only part of the results is shown; the hit share may differ from the screen's.

SMILES	4MU fluor	BRCT PPI red	Caspase-7 inhib	GFP derepression	A350 fluor	HEK293 cAMP ctrl	Caspase-1 inhib	Fluorescein fluor	USP2a inh	Ub-GFP proteasome	BRCT PPI green
C[C@H]1CCCC=CC2C[C@H](OC(=O)CN(C)C)C[C@@H]2[C@@H](O)/C=C\C(=O)O1 (stereo partly drawn)	i	0.3%[15.4 µM]	-1%[11.5 µM]	2%[9.22 µM]	i	5%[11.4 µM]	-1%[11.5 µM]	i	x	8%[9.17 µM]	-3.2%[15.4 µM]
O=C1CCCC=C1[C@H](O)CCCCBr	x	1.8%[15.4 µM]	0%[11.5 µM]	x	x	3%[11.4 µM]	1%[11.5 µM]	x	x	x	-0.9%[15.4 µM]
O=C(c1ccco1)c1nnn(Cc2ccccc2)c1-c1ccccc1	x	-0.9%	-4%	-2%	x	32µM*	-4%	x	-2%	-10%	1.8%
Cc1occc1-c1nnc(SCC(=O)NCc2ccco2)n1CC(C)C	i	0.1%	-5%	0%	i	12%	-3%	u	15%	-3%	-0.5%
COc1ccccc1CNc1nc2nc3c(c(=O)n2[nH]1)CCC3	i	-1.1%	-2%	5%	u	14%	-2%	i	-5%	0%	-2.5%
COc1cc2c3cc1Oc1c(OC)c(OC)cc4c1[C@@H](Cc1ccc(O)c(c1)Oc1ccc(cc1)C[C@@H]3N(C)CC2)N(C)CC4	i	-1.6%	-2%	-9%[9.22 µM]	i	8%	-2%	i	x	-3%	-0.4%
CCC(C)N(C(=O)Cn1nnc2ccccc21)C(C(=O)NCc1ccco1)c1cccc(OC)c1 (stereo not drawn)	i	1.1%	1%	6%	i	16µM*	2%	i	x	-2%	1.6%
Cc1ccc(C(=O)CC(C(=O)O)n2ccc(C)n2)cc1 (stereo not drawn)	i	-0.6%	0%	-3%	u	-3%	0%	i	3%	-4%	0.7%
CCOC(=O)CSc1nnc(CNC(=O)c2cccs2)n1-c1cc(OC)ccc1OC	i	-2.3%	1%	2%	i	8%	0%	u	1%	-2%	0.5%
CCC(C)NC(=O)CNC(=O)Cn1c(C)cc2ccccc2c1=O (stereo not drawn)	i	0.0%	3%	6%	u	4%	1%	i	0%	5%	-2.7%

5 compounds drawn at random from the list so far:
SMILES	4MU fluor	BRCT PPI red	Caspase-7 inhib	GFP derepression	A350 fluor	HEK293 cAMP ctrl	Caspase-1 inhib	Fluorescein fluor	USP2a inh	Ub-GFP proteasome	BRCT PPI green
O=C(c1ccco1)c1nnn(Cc2ccccc2)c1-c1ccccc1	x	-0.9%	-4%	-2%	x	32µM*	-4%	x	-2%	-10%	1.8%
O=C1CCCC=C1[C@H](O)CCCCBr	x	1.8%[15.4 µM]	0%[11.5 µM]	x	x	3%[11.4 µM]	1%[11.5 µM]	x	x	x	-0.9%[15.4 µM]
Cc1occc1-c1nnc(SCC(=O)NCc2ccco2)n1CC(C)C	i	0.1%	-5%	0%	i	12%	-3%	u	15%	-3%	-0.5%
Cc1ccc(C(=O)CC(C(=O)O)n2ccc(C)n2)cc1 (stereo not drawn)	i	-0.6%	0%	-3%	u	-3%	0%	i	3%	-4%	0.7%
COc1ccccc1CNc1nc2nc3c(c(=O)n2[nH]1)CCC3	i	-1.1%	-2%	5%	u	14%	-2%	i	-5%	0%	-2.5%

Carrying on:
SMILES	4MU fluor	BRCT PPI red	Caspase-7 inhib	GFP derepression	A350 fluor	HEK293 cAMP ctrl	Caspase-1 inhib	Fluorescein fluor	USP2a inh	Ub-GFP proteasome	BRCT PPI green
O=C(Nc1cccc(F)c1)N1CC[C@@]2(CCCN(C(=O)c3cnccn3)C2)C1	i	0.5%	-2%	-2%[9.22 µM]	i	20%	-1%	i	-5%	-5%	-1.4%
Cc1ccc(C(C(=O)NCc2ccco2)N(CCc2ccccc2)C(=O)Cn2nnc3ccccc32)o1 (stereo not drawn)	i	2.4%	-1%	0%	i	13µM*	-4%	i	38%[activator]	6%	-0.5%
O=C(CCN1C(=O)c2ccccc2C1=O)Nc1ccc2c(c1)OCCO2	i	1.1%	-4%	0%	i	5%	0%	i	-2%	-6%	-1.3%
c1ccc2c(c1)Cc1cc3cc4c(cc3nc1-2)OCO4	x	-1.5%	-26%	x	x	24%	-10%	x	x	x	2.0%
CCN(Cc1cc2cc(OC)ccc2[nH]c1=O)C(=O)Cc1ccc(OC)cc1	1.4e-07M*	0.9%	-7%	0%	1.7e-07M*	5%	-5%	i	19%	-2%	3.1%
COc1ccccc1CN1CC[C@@]2(CCCN(C(=O)c3cccn3C)C2)C1	i	-1.7%	-1%	-5%[9.22 µM]	i	13%	0%	i	19%	-1%	3.8%
CCc1ccc(-c2nnn(CCC(=O)OC)n2)cc1	i	-0.5%	1%	-1%	i	7.9µM*	-1%	i	-1%	1%	-2.2%
COc1ccc(S(=O)(=O)N2CCCN(CC(=O)Nc3ccc(OC)c(Cl)c3)CC2)cc1	i	-0.1%	-3%	0%	i	4%	-2%	u	18%	-2%	0.2%
CCCN(CCC)CCSc1nc(O)c(C(C)C)c(=O)[nH]1	i	-0.1%	1%	4%	i	12%	1%	i	x	2%	-2.7%
Cc1csc(NC(=O)c2nc(-c3ccccc3)n(-c3ccccc3)n2)n1	1.1e-08M*	-2.4%	-2%	-3%	1.4e-08M*	18%	-3%	u	27%	-3%	4.3%
COc1ccc(C)cc1NS(=O)(=O)c1cccc2cccnc12	x	2.1%	-1%	x	x	u	-1%	x	x	6%	-0.4%
Cc1cccc(-c2nc(CS(=O)CC(=O)N3CCc4ccccc4C3)c(C)o2)c1 (stereo not drawn)	x	-0.2%	-10%	x	x	15%	-5%	x	x	6%	0.7%
O=C(c1ccc2c3c(cccc13)CC2)N1CCOCC1	i	-2.8%	0%	0%	i	9%	-3%	u	-2%	0%	-2.7%
O=C(Cn1cnc2c(nnn2Cc2ccccc2F)c1=O)NCC1CCCO1 (stereo not drawn)	i	-0.5%	-6%	-3%	i	10%[2.29 µM]	-7%	i	11%	-3%	-2.2%
NC(=O)CSc1nnc(CNc2cccc(Cl)c2)n1CCc1ccccc1	i	-1.6%	1%	20%	i	22%	0%	i	x	1%	-1.0%
CCN1CCN(c2cc(=O)n(C3CCCCC3)c(=O)[nH]2)CC1	x	0.0%	-3%	x	x	u	-5%	x	x	-2%	-3.4%
CCCC(C(=O)NC1CCCC1)N(C(=O)Cn1nnc(-c2ccc(C)o2)n1)c1ccccc1OC (stereo not drawn)	i	-2.0%	0%	-2%	i	u	-3%	i	x	-3%	-0.9%
CCOC(=O)C(NC(=O)Nc1cccc(C)n1)(OCC(F)(F)F)C(F)(F)F (stereo not drawn)	u	-1.0%	0%	-1%	u	13%	0%	i	3%	11%	-2.7%
CCN1CCN(CCC(=O)Nc2ccccc2OC)CC1	i	-0.4%	-2%	0%	i	14%	-7%	i	-7%	1%	-0.6%
CCc1ccccc1NC(=O)c1nnn(CC(=O)Nc2cccc(C)c2)c1N	i	0.9%	0%	0%	i	26%	0%	i	-3%	0%	-1.4%
CC1(C)CC(=O)C2=C(C1)OC(N)=C(C#N)C2c1ccc(OC(=O)N2CCOCC2)cc1 (stereo not drawn)	x	0.2%	-1%	2%	x	6%	1%	x	u	7%	-1.6%
CCCc1cc(=O)oc2cc3oc(C)c(C)c3cc12	1.4e-08M*	-1.2%	-2%	-1%	1.5e-08M*	25µM*	-1%	i	-13%	-2%	-0.8%
c1ccc2nc(CC[C@@H]3CCCCN3)ccc2c1	i	-2.7%[15.4 µM]	4%[11.5 µM]	2%[9.22 µM]	i	4%[11.4 µM]	-1%[11.5 µM]	i	x	4%[9.17 µM]	1.3%[15.4 µM]
CS(=O)(=O)N1CCC2(CCCN(c3ccncc3)C2)CC1	i	-2.9%	0%	0%[9.22 µM]	i	12%	-2%	i	-2%	13%	-4.3%
O=C(CSc1nnnn1-c1ccc(Cl)cc1)NC(=O)Nc1ccc2c(c1)OCCO2	i	-0.3%	-7%	-1%	u	28%	-1%	u	28%	-5%	-1.5%
CCCc1cc(=O)[nH]c(SCC(=O)Nc2nonc2N)n1	i	-0.5%	1%	-4%	i	2%	1%	i	4%	-3%	-1.2%
Cc1nc(-c2cccc(-c3noc(C)n3)c2)no1	i	-0.9%	0%	11%	i	5%	-5%	i	-1%	-2%	0.3%
O=C(c1ccccc1)N1CCN(c2ccccc2F)CC1	i	1.2%	-2%	3%	i	9%	-2%	u	-5%	3%	-1.8%
CC(C)N=C(NC#N)SCc1ccc(F)cc1	i	1.6%	0%	0%	i	6%	2%	i	7%	23%	-1.0%
CCOc1ccc(-c2cc(CCCC(=O)NCc3ccco3)no2)cc1	x	1.3%	-5%	3%	x	25%	2%	x	x	10%	0.3%
CN(C)C=Nc1ncc2c3ccccc3n(CCN(C)C)c2c1C#N	9.1e-08M*	-0.7%	-3%	-1%	1.1e-07M*	21%	-2%	u	2%	2%	-0.8%
Cc1ccc2c(c1)c1c3n2CCCNC3CCC1 (stereo not drawn)	x	0.4%	-1%	x	x	15%	-3%	x	x	x	-2.1%
CCOc1ccc2[nH]c(=O)c(CN(C(=O)N3CCOCC3)C3CC3)cc2c1	3.2e-07M*	0.8%	-1%	2%	2.8e-07M*	0%	-3%	i	-3%	-2%	-1.8%
